EWS-Fli inh – inhibitors of EWS/Fli oncoprotein transcriptional activity; A673 NR0B1-luciferase reporter, viability-normalised; actives 0.67% (n = 350,000); AID 651661; inhibition, % at 12.6 µM;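 active = mean inhibition of at least 50% after viability correction, with every replicate also passing that limit; inconclusive = mean reaches 50% but only one of two replicates passes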;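 also: firefly luciferase signal divided by Alamar Blue viability fluorescence both relative to DMSO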
DENV2 CPE rescue – DENV2-induced cell death inhibition. DENV2-infected cells, cytopathic effect rescue, plate reader. CPE inhibition, % at 9.99 µM. actives 1.7% (n = 350,000); in the data active = CPE inhibition above about 20%, passing the limit was not always enough; inconclusive = no clear call, values can overlap the other calls; tested in BHK-21 cells;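 also: 0% = median of neutral control wells and 100% = median of positive control wells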
GSIS activator – primary screen for activators of insulin secretion dependent on glucose, INS-1E cells, GLuc reporter luminescence; INS-1E GLuc reporter insulin secretion, 2-3 h; actives 0.61% (n = 370,000); activation, % at 16.6 µM; AID 743287;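 active = lowest replicate activation of at least 40%, so every replicate reaches that level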;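 also: 0% = median of neutral control wells and 100% = median of IBMX positive control wells; some compounds called inactive have numbers as strong as hits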
PAX8 inh HTS – lowers PAX8-driven luciferase in RMG-I cells | AID 652154 | RMG-I TPO-luciferase reporter, SteadyGlo, 24 h | actives 1.2% (n = 360,000) | inhibition, % at 12.6 µM;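 active = mean replicate inhibition at least 60% with every replicate also reaching 60%; inconclusive = only one of the two criteria is met; inactive = mean below 60% and not all replicates reaching 60%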;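 also: luciferase light reporting Pax8 driven TPO promoter activity; plate controls were median of neutral control wells for no effect and mitoxantrone controls for full effect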
FN deposition inh – fibronectin deposition inhibition. AH1F fibroblasts, Alexa488-fibronectin deposition fluorescence, overnight. inhibition, % at 12.6 µM. actives 0.086% (n = 350,000);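 active = mean inhibition across replicates of 30% or more, regardless of how many single replicates reach that level; inconclusive = mean under 30% yet at least half of replicates reach 30%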;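 also: positive control wells lacked labelled fibronectin entirely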
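Material: AH1F fibroblasts assembling fluorescent fibronectin matrix; amount: 10000 AH1F cells/well; medium: DMEM, 2% serum; reagent: Alexa488-fibronectin, 24 nM final in well; dosing: single compound dose, delivered by pin transfer; incubation: 1 h adhesion, overnight exposure; detection: fluorescence after three HBSS washes, excitation 485 nm, emission 525 nm; measure: fibronectin deposition inhibition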
miR-122 sensor – miR-122 inhibition in Huh7 cells | Huh7 miR-122 Renilla luciferase sensor, 48 h; neutral wells = 0, positive control = 100 | activation (reporter increase), % at 12.5 µM | actives 0.3% (n = 340,000);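 active = mean replicate activation score at least 90 and every replicate individually at or above 90; inconclusive = only one of the two criteria met; inactive = neither criterion met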;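 also: higher luciferase means less miR-122 activity so hits act as miR-122 inhibitors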
CFTR F508del cor – CFTR F508del correction in bronchial cells; AID 720511; CFBE cells, YFP halide quenching; stimulated with forskolin plus potentiator P3; % fluorescence drop versus neutral controls; activity (quench increase), % at 7.58 µM; actives 0.36% (n = 350,000);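 active = mean added fluorescence quench of at least 8% versus neutral control, with both replicates also reaching 8%; inconclusive = only one of the mean or replicate conditions met; inactive = mean below 8% and not both replicates reaching 8%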;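 also: cells transiently co-express mutant CFTR-F508del with the halide-sensitive YFP; corrector assay measuring rescue of mutant channel to the surface after 24 h compound exposure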
Numbers without * were called inactive; & = joins results of further samples; ! = not confirmed by another sample; [ ] = another dose, or the depositor's remark. No enrichment for hits; 3.9% or so of the library scored in one or more.

The first two entries as a preview:
How did O=[N+]([O-])c1cnn(-c2nc(-c3ccccc3)cc(C(F)(F)F)n2)c1 do in these assays?
EWS-Fli inh: 7; GSIS activator: -2; PAX8 inh HTS: 12; FN deposition inh: 2; miR-122 sensor: -8; CFTR F508del cor: -2.9

What do the screens show for `Cc1cc(C)n(-c2ccc(NC(=O)C3CCN(Cc4ccccn4)CC3)cc2)n1`?
EWS-Fli inh: -1; DENV2 CPE rescue: -1; GSIS activator: 2; PAX8 inh HTS: 5; FN deposition inh: 2; miR-122 sensor: 3; CFTR F508del cor: 0.2

The list itself, repeating the preview:
How did O=[N+]([O-])c1cnn(-c2nc(-c3ccccc3)cc(C(F)(F)F)n2)c1 do in these assays?
EWS-Fli inh: 7; GSIS activator: -2; PAX8 inh HTS: 12; FN deposition inh: 2; miR-122 sensor: -8; CFTR F508del cor: -2.9

What do the screens show for `Cc1cc(C)n(-c2ccc(NC(=O)C3CCN(Cc4ccccn4)CC3)cc2)n1`?
EWS-Fli inh: -1; DENV2 CPE rescue: -1; GSIS activator: 2; PAX8 inh HTS: 5; FN deposition inh: 2; miR-122 sensor: 3; CFTR F508del cor: 0.2

How did CN1C(=O)CSc2ccc(NC(=O)NCc3cccnc3)cc21 do in these assays?
EWS-Fli inh: 18; DENV2 CPE rescue: 6; GSIS activator: 11; miR-122 sensor: 6; CFTR F508del cor: 0.0

Results for C[C@H](CO)N1C[C@H](C)[C@@H](CN(C)C(=O)Nc2ccc(F)cc2)Oc2ncc(-c3ccc(F)cc3)cc2C1=O ?
EWS-Fli inh: 4&7&6; DENV2 CPE rescue: 24*!; GSIS activator: -26&-19; PAX8 inh HTS: 1&-16; FN deposition inh: 1&3; miR-122 sensor: 9; CFTR F508del cor: -1.0&-2.1&-0.9

Results for Oc1ccc(/C=N/Nc2ccccc2)cc1 ?
EWS-Fli inh: 3; GSIS activator: 28; PAX8 inh HTS: 22; FN deposition inh: 3; miR-122 sensor: 7; CFTR F508del cor: -3.0

Results for O=C(O)c1ccc(N/N=C/c2cc3cc4c(cc3nc2Cl)OCCO4)cc1 ?
EWS-Fli inh: 44; DENV2 CPE rescue: -2; GSIS activator: -8; PAX8 inh HTS: 18; FN deposition inh: 1; miR-122 sensor: 3; CFTR F508del cor: -2.8

What do the screens show for `C[C@@H]1CN([C@@H](C)CO)C(=O)c2cc(N(C)C)ccc2O[C@@H](C)CCCCO[C@H]1CN(C)C(=O)C1CCCCC1`?
EWS-Fli inh: 5; DENV2 CPE rescue: 2; GSIS activator: -10; PAX8 inh HTS: -1; miR-122 sensor: -1[16.7 µM]; CFTR F508del cor: 0.6

Results for O=C(Cn1nc(-c2cccc(Cl)c2)ccc1=O)NCC1COCCO1 (stereo not drawn) ?
EWS-Fli inh: 1; DENV2 CPE rescue: -9; GSIS activator: -7; PAX8 inh HTS: -21; FN deposition inh: 3; CFTR F508del cor: 4.3

Results for O=C(NCC1CCCN1S(=O)(=O)c1ccccc1)C(=O)NC1CC1 (stereo not drawn) ?
EWS-Fli inh: -1; DENV2 CPE rescue: -5; GSIS activator: 13; PAX8 inh HTS: 0; FN deposition inh: -6; miR-122 sensor: -6; CFTR F508del cor: -0.7

How did COc1cc(C(=O)NNC(=O)CCOc2ccccc2)cc(OC)c1OC do in these assays?
EWS-Fli inh: 7; DENV2 CPE rescue: -3; PAX8 inh HTS: 4; FN deposition inh: 7; CFTR F508del cor: 0.4

Results for CCCC(=O)Nc1cc(OC)c(NC(=S)Nc2cccc(C)c2)cc1OC ?
EWS-Fli inh: -1; DENV2 CPE rescue: 92*; GSIS activator: -8; PAX8 inh HTS: 9; FN deposition inh: -7; miR-122 sensor: 22; CFTR F508del cor: 0.1

Results for Cc1cc(Br)ccc1NC(=O)C1C2CCC(O2)C1C(=O)O (stereo not drawn) ?
EWS-Fli inh: 15; DENV2 CPE rescue: -2; GSIS activator: -44; PAX8 inh HTS: 0; FN deposition inh: 6; CFTR F508del cor: -0.5

What do the screens show for `O=C(Nc1ccnn1C1CCN(C(=O)c2ccc(F)cc2)CC1)C1CCOC1` (stereo not drawn)?
DENV2 CPE rescue: -5; GSIS activator: 8; FN deposition inh: 5; CFTR F508del cor: 4.2

How did CC(C)[C@H](NC(=O)c1ccccc1)C(=O)OCC(=O)N1CC(=O)Nc2ccccc21 do in these assays?
GSIS activator: 10; PAX8 inh HTS: 4; FN deposition inh: -8; miR-122 sensor: 1

Results for C=CCN1C(=O)N(Cc2ccccc2)c2ccccc2S1(=O)=O ?
EWS-Fli inh: 9; DENV2 CPE rescue: -13; GSIS activator: -23; PAX8 inh HTS: 17; FN deposition inh: 1; CFTR F508del cor: 1.9

Results for COCc1cn(CC[C@@H]2CC[C@@H](NC(=O)Nc3ccccc3)[C@@H](CO)O2)nn1 ?
EWS-Fli inh: -1; DENV2 CPE rescue: -5; GSIS activator: -2; PAX8 inh HTS: 6; CFTR F508del cor: 0.2

How did COc1ccc(NC(=O)Nc2ccc3c(c2)CC(=O)N([C@@H](C)CO)C[C@H](C)[C@H](CN(C)Cc2ccccc2)O3)cc1 do in these assays?
EWS-Fli inh: -2; DENV2 CPE rescue: -3; GSIS activator: -6; PAX8 inh HTS: -11; miR-122 sensor: -4[16.7 µM]; CFTR F508del cor: 1.2

Results for Cn1c(NC(=O)c2ccc(Cl)cc2)c(-c2ccccn2)c(=O)c2ccccc21 ?
GSIS activator: 0; FN deposition inh: -2; miR-122 sensor: -6

Results for Cc1ccc(CSCC(=O)Nc2ccccc2C(=O)O)cc1 ?
EWS-Fli inh: -72; DENV2 CPE rescue: 2; GSIS activator: -7; PAX8 inh HTS: -99; FN deposition inh: 2; miR-122 sensor: 2; CFTR F508del cor: 3.8

Results for COc1cccc(C2C3=C(N=c4s/c(=C\c5cccc(O)c5)c(=O)n42)c2ccccc2CC3)c1OC (stereo not drawn) ?
EWS-Fli inh: -2; GSIS activator: 7; PAX8 inh HTS: 19; FN deposition inh: 3; miR-122 sensor: -7; CFTR F508del cor: -0.2

What do the screens show for `CC(C)(C)c1cc(OC(=O)c2ccncc2)ccc1O`?
PAX8 inh HTS: 12; FN deposition inh: 5; miR-122 sensor: -3

Results for CCOc1ccc(NC(C(=O)Nc2cccc(C(C)=O)c2)c2ccccc2)cc1 (stereo not drawn) ?
EWS-Fli inh: -4; DENV2 CPE rescue: inconclusive; GSIS activator: -1; PAX8 inh HTS: -13; FN deposition inh: 0; CFTR F508del cor: -2.2

Results for CC(=O)COC(=O)C1CCN(S(=O)(=O)c2cc([N+](=O)[O-])ccc2Cl)CC1 ?
EWS-Fli inh: 11; DENV2 CPE rescue: -8; GSIS activator: 23; PAX8 inh HTS: 22; FN deposition inh: 6; miR-122 sensor: 3; CFTR F508del cor: -6.2

What do the screens show for `CC(C)NC(=O)Nc1ccc2c(c1)C(=O)N([C@@H](C)CO)C[C@H](C)[C@@H](CN(C)S(=O)(=O)c1ccc(F)cc1)OCCCC[C@H](C)O2`?
EWS-Fli inh: 0; DENV2 CPE rescue: -5; GSIS activator: -11; PAX8 inh HTS: 10; miR-122 sensor: 2[16.7 µM]; CFTR F508del cor: -2.3

Results for O=C(O)C[C@H]1C[C@@H]2c3cc(NC(=O)Nc4ccc(F)cc4)ccc3O[C@@H]2[C@H](CO)O1 ?
EWS-Fli inh: 4; DENV2 CPE rescue: 0; GSIS activator: 2; FN deposition inh: -14; miR-122 sensor: -3[16.7 µM]; CFTR F508del cor: -2.1

How did OCCC1CCCCN1CC(O)COCc1ccc(Cl)cc1 (stereo not drawn) do in these assays?
EWS-Fli inh: 1; DENV2 CPE rescue: 10; GSIS activator: 0; PAX8 inh HTS: 5; FN deposition inh: 3; miR-122 sensor: -4; CFTR F508del cor: 0.2

Results for O=C1OCc2cc(NC(=O)C3CCCCC3)ccc21 ?
GSIS activator: -2; PAX8 inh HTS: -19; miR-122 sensor: 2

What do the screens show for `O=C(c1cccs1)N1C[C@@H](O)[C@H](n2cc(-c3ccc(F)cc3)nn2)C[C@@H]1c1ccc(Cl)cc1`?
EWS-Fli inh: 8; DENV2 CPE rescue: -2; GSIS activator: 4; PAX8 inh HTS: 16; FN deposition inh: -2; miR-122 sensor: 5; CFTR F508del cor: 0.4

What do the screens show for `CC(=O)c1cccc(NC(=O)c2cc(C)no2)c1`?
EWS-Fli inh: -5; DENV2 CPE rescue: -6; GSIS activator: 2; PAX8 inh HTS: -16; FN deposition inh: 0; miR-122 sensor: 5; CFTR F508del cor: 0.3

Results for COc1ccc(CCc2nnc(CCC(=O)N(C)Cc3ccnc4ccccc34)o2)cc1 ?
GSIS activator: -13; PAX8 inh HTS: -27; FN deposition inh: -4

Results for COc1ccc(N(C(C)C(=O)Nc2ccc(S(=O)(=O)N3CCOCC3)cc2)S(C)(=O)=O)cc1 (stereo not drawn) ?
EWS-Fli inh: 9; DENV2 CPE rescue: inconclusive; GSIS activator: -18; PAX8 inh HTS: 7; FN deposition inh: -3; miR-122 sensor: 5; CFTR F508del cor: 2.1

Results for CSc1ccc(S(=O)(=O)Nc2ccc3c(c2)NC(=O)CC3)cc1 ?
EWS-Fli inh: -11; DENV2 CPE rescue: 3; GSIS activator: -18; PAX8 inh HTS: 6; FN deposition inh: -30; CFTR F508del cor: 2.3

What do the screens show for `O=C(Nc1cccnc1)c1ccc(-c2cc(Cl)ccc2Cl)o1`?
EWS-Fli inh: -23; DENV2 CPE rescue: 5; GSIS activator: 0; PAX8 inh HTS: -21; FN deposition inh: 1; miR-122 sensor: -2; CFTR F508del cor: -0.4

Results for Cc1ccc(CCNC(=O)c2ccc(CS(=O)(=O)Cc3ccc(F)cc3)o2)cc1 ?
EWS-Fli inh: 6; DENV2 CPE rescue: -7; GSIS activator: 7; PAX8 inh HTS: 10; FN deposition inh: 6; miR-122 sensor: -3; CFTR F508del cor: -0.6

What do the screens show for `C#CCOCCOCCOCCNc1nc(N2CCN(C(=O)[C@H](CCCN=C(N)N)n3cc(C(N)[C@@H](C)CC)nn3)CC2)nc(N2CCN(C(=O)[C@H](CC(N)=O)n3cc([C@@H](N)CC(N)=O)nn3)CC2)n1` (stereo partly drawn)?
EWS-Fli inh: -10; DENV2 CPE rescue: -5; GSIS activator: 25; PAX8 inh HTS: -14; FN deposition inh: -14; miR-122 sensor: -5; CFTR F508del cor: -2.9

How did CC1(Cc2cccc(C(F)(F)F)c2)C(=O)Nc2ccc(-c3ccc(F)c(Cl)c3)cc21 (stereo not drawn) do in these assays?
EWS-Fli inh: -8; DENV2 CPE rescue: 9; GSIS activator: -17; PAX8 inh HTS: 27; FN deposition inh: -3; miR-122 sensor: 3; CFTR F508del cor: -1.9

How did CO[C@@H]1CN(C)C(=O)c2ccc(NC(=O)CN(C)C)cc2OC[C@@H](C)N(C(=O)C2CCCCC2)C[C@H]1C do in these assays?
EWS-Fli inh: 20; DENV2 CPE rescue: 13; GSIS activator: 3; PAX8 inh HTS: -11; FN deposition inh: 6; miR-122 sensor: 1[16.7 µM]

What do the screens show for `COc1cccc2sc(NN)nc12`?
EWS-Fli inh: -19; DENV2 CPE rescue: -8; GSIS activator: 9; PAX8 inh HTS: 13; FN deposition inh: 19; CFTR F508del cor: 0.7

What do the screens show for `COc1ccc(NC(=O)CSc2nnc(C3CC3)n2C)cc1S(=O)(=O)N1CCCCC1`?
EWS-Fli inh: 1; DENV2 CPE rescue: 1; GSIS activator: 2; PAX8 inh HTS: 2; FN deposition inh: 3; miR-122 sensor: -8; CFTR F508del cor: 1.9

Results for O=C(CN1C(=O)c2ccccc2S1(=O)=O)Nc1ccccc1 ?
EWS-Fli inh: -6; DENV2 CPE rescue: 0; GSIS activator: 8; FN deposition inh: 10; miR-122 sensor: 1; CFTR F508del cor: 1.8

Bioassay records as filed in PubChem BioAssay.
